TRPML3 ag – human TRPML3 channel agonists, primary screen, cell-based, HEK293 TRPML3-YFP, Fluo-8 calcium fluorescence, 3 µM; Mucolipin-3 (Homo sapiens), Q8TDD5; 100% = the carbachol control signal; activation, % at 3 µM; 220,000 tested, 0.29% active; AID 1448, 2008;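 active = activation above its plate's cutoff, the mean activation of the plate's test wells plus 3 SD, cut at about 12% in these data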;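 note: 0% = DMSO only wells and 100% = carbachol wells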
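Material: HEK293 cells stably carrying human TRPML3-YFP; compound dosing: single dose, 3 µM final nominal compound, 0.3% DMSO final; incubation: 1-h 37 °C dye load, 5-s basal, 120-s post-compound reads; technique: Fluo-8 intracellular calcium fluorescence, excitation 470-495 nm, emission 515-575 nm; read-out basis: percent activation from peak-to-basal fluorescence ratio, scaled between DMSO and carbachol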
PERK inh – block of dimerizer-induced PERK translation repression, primary screen, PERK inhibitor project, CHO PERK-DD cells, SEAP luminescence, HTS | inhibition, % at 5.6 µM | CHO PERK-DD fusion, SEAP luminescence translation reporter | 220,000 tested, 0.17% active;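 active = inhibition above the mean inhibition of all tested compounds plus 3 SD, set separately per screening campaign, cut at about 2.9% in these data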;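 note: PERK kinase domain activated by AP20187 dimerizer at 100 nM; 0% = DMSO with dimerizer and 100% = rapamycin at 8.4 µM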
Target sequence (Q9NZJ5 whole entry, looked up, the tested form may be a part): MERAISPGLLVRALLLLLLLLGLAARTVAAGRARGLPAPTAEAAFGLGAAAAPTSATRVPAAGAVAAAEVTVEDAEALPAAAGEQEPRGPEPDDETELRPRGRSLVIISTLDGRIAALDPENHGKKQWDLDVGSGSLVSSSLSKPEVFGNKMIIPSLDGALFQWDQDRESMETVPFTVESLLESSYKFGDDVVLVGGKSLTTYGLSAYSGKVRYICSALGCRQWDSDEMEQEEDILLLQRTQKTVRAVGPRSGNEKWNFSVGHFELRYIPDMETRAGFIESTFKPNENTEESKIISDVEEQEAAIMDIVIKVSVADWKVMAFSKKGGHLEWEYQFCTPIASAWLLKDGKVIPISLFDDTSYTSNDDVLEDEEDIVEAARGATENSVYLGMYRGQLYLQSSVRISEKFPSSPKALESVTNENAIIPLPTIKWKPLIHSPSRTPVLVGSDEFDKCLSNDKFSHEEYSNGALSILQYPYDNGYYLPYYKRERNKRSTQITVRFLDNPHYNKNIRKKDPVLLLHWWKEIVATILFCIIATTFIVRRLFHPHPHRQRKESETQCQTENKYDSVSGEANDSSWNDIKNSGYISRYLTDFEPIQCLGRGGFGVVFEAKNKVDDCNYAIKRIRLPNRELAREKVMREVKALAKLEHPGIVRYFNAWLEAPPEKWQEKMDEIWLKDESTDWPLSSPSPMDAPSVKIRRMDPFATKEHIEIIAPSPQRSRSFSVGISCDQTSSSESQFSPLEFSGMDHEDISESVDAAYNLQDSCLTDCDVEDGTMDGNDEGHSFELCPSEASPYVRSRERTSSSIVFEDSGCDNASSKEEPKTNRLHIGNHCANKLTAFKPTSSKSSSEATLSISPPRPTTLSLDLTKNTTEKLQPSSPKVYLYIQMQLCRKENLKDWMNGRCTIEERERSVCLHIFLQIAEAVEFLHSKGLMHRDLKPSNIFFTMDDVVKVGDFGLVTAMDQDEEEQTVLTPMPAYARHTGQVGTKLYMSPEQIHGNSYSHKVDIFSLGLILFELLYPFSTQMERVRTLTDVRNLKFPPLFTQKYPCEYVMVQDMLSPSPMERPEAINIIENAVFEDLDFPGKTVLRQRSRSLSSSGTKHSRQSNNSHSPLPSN
EP2 modulator – EP2 receptor modulators, cAMP readout, primary screen, cell-based, HTRF cAMP, PGE2 stimulation | EP2-expressing cells, cAMP HTRF FRET, PGE2 co-stimulation | induction, % at 25 µM | AID 940, 2007 | 260,000 tested, 0.83% active;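 active = compounds whose cAMP rise, as percent of the full-agonist control response, exceeds 60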;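 note: rat C6 glioma line stably carrying human EP2 under a CMV promoter; the protocol text gives 20 µM as final concentration; 100% = response of wells given 1 µM PGE2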
Ba/F3 V617F tox – reduced viability of JAK2V617F-dependent Ba/F3 cells, primary screen, JAK2V617F inhibitor project, cell-based, Ba/F3 EpoR-JAK2V617F, luminescence; inhibition, % at 5.6 µM; 220,000 tested, 1.1% active; ATP luminescence; AID 1446, 2008;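 active = inhibition above the campaign mean plus 3 SD over all tested compounds, cut at about 24% in these data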;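 note: cytokine-independent growth of Ba/F3 cells driven by EpoR plus mutant JAK2; 0% = DMSO-treated cells and 100% = JAK inhibitor I control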
BaF3 tox – parental Ba/F3 cell viability inhibition, counter-screen for JAK2V617F inhibitor project, murine pro-B, CellTiter-Glo luminescence | CellTiter-Glo ATP luminescence | inhibition, % at 5.6 µM | 220,000 tested, 1.1% active;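 active = inhibition above a per-campaign cutoff, the mean inhibition of all tested compounds plus 3 SD, cut at about 27% in these data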;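 note: 0% = DMSO wells and 100% = JAK Inhibitor I control wells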
m-calpain inh – inhibitors of pig calpain II, primary screen, biochemical, fluorogenic peptide substrate, 1536-well; purified calpain II, 30 min; 220,000 tested, 0.37% active; inhibition, % at 16 µM;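 active = inhibition above about 50%, limit read from the data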
S1P4 antag – S1P4 receptor antagonists, primary screen, cell-based; AID 1510, 2009; Sphingosine 1-phosphate receptor 4 (Homo sapiens), O95977; S1P4-expressing cells, antagonist mode, reporter read-out; 220,000 tested, 0.26% active; inhibition, % at 4.98 µM; in the data active = inhibition above about 29%;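 note: 0% = wells stimulated with agonist and 100% = vehicle wells without agonist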
S1P4 ag – S1P4 receptor agonists, primary screen, cell-based. Sphingosine 1-phosphate receptor 4 (Homo sapiens), O95977. S1P4-expressing cell line, agonist reporter assay. activation, % at 4.98 µM. 220,000 tested, 0.35% active. AID 1509, 2009; in the data active = activation above about 11%;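 note: 0% = DMSO vehicle and 100% = reference agonist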
TRPN1 ag – zebrafish TRPN1 channel agonists, primary screen, cell-based, HEK293, calcium fluorescence; transient receptor potential cation channel N1 (TRPN1/NompC), Danio rerio; HEK293 zebrafish TRPN1-YFP, Fluo-8 calcium fluorescence; 100% = response to 87 µM carbachol; activation, % at 3 µM; 220,000 tested, 0.18% active; AID 1424, 2008;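 active = activation above its plate's cutoff, the mean activation of test wells on that plate plus 3 SD, cut at about 19% in these data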;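 note: 0% = DMSO alone and 100% = 87 µM carbachol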
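System: zebrafish TRPN1-YFP in HEK293 cells / Dosing: 3 µM single point / Timing: dye loading 1 h at 37 °C, then 30 min room temperature / Signal: Fluo-8 calcium fluorescence, excitation 470-495 nm, emission 515-575 nm / Read-out basis: percent activation from peak over basal fluorescence ratio, control-normalized / Control set: high carbachol 87 µM, low DMSO alone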
* = called active by the depositor; i = inactive; & = joins results of further samples.

cpd	Compound	TRPML3 ag	TRPN1 ag	BaF3 tox	m-calpain inh	S1P4 antag	PERK inh	Ba/F3 V617F tox	S1P4 ag	EP2 modulator
1	COc1ccccc1NC(=S)NCc1ccc2c(c1)OCO2	-0.2	-0.1	6	-13	-4	1.2	-3	5.4	-37
2	Cc1ccc(Cl)cc1NC(=S)N(Cc1cccs1)C1CCCC1	1.2	0.7	6	-11	-8	0.0	0	-0.1	30
3	C/C(=N\Nc1cc(Cl)nc(C)n1)c1ccc(Cl)c(Cl)c1	0.6	1.4	2	9	-12	1.1	-2	-0.1	13
4	COc1cc(NC(=O)CSc2nncn2C)cc(OC)c1OC	0.9	0.0	2	12	9	0.8	1	-0.7	14
5	CCCCCCCOc1ccc(-c2ccc(C#N)cn2)cc1	1.4	1.2	8	-14	-2	0.7	-2	-0.2	6
6	O=C(O)CCSCC(=O)c1ccc2c(c1)OCCO2	-0.3	1.1	3	26	-4	0.2	4	1.2	7
7	Cc1occc1C(=O)NNC(=S)NCc1ccccc1	0.2	0.2	6	19	2	-0.8	3	-1.3	30
8	Cc1ccc(S(=O)(=O)C2(C(=O)N3CCCCC3C)CC2)cc1 (centres undefined)	0.4	0.3	-3	-10	-9	-0.1	-1	-0.1	29
9	COc1cc(C2NC(=O)NC(c3ccccc3)=C2C(C)=O)cc(Cl)c1OCC(=O)O (centres undefined)	1.1	0.0	-1	-2	-9	1.0	-3	-0.8	1
10	O=c1c2ccccc2nc2c3ccccc3c(NCCO)nn12	0.8	-0.1	5	i	-15	0.5	0	0.8	-25
11	CC(C)CCNC1=NCCCCC1	0.9	1.3	2	10	8	0.2	3	0.9	5
12	COc1ccc(C(O)c2nccn2Cc2ccccc2)cc1OC (centres undefined)	1.2	2.0	2	15	-10	0.4	-5	1.4	4
13	Cc1ccc(-n2c(SCC(N)=O)nc(O)cc2=O)cc1	0.4	0.9	6	-18	-13	1.4	-3	0.4	15
14	Cc1ccc(C(=O)N2CCN(CCNC(=O)C(=O)NC(C)C)CC2)cc1	0.3	-0.2	7	-21	-1	0.9	0	-1.4	41
15	Cc1ccc[n+](-c2[nH]c(=O)sc2/C=N/N=C(\[O-])CCn2c3ccccc3c3ccccc32)c1	0.4	0.6	-1	11	7	0.7	-3	0.9	-12
16	NC(=O)c1ccsc1NC(=O)CN1C(=O)C2CC=CCC2C1=O (centres undefined)	0.4	0.0	-2	-49	-17	-0.7	-5	0.6	-5
17	O=C(NCc1ccco1)C(=O)c1cn(CC(=O)N2CCCCCC2)c2ccccc12	-0.3	-0.3	5	-7	1	0.0	-2	1.0	-67
18	Cc1ccc(Nc2c(-c3ccccc3)nc3cnccn23)cc1	-0.7	-1.5	-1	25	23	-0.3	-1	-0.5	-93
19	CCOc1ccc(OCC)c(NC(=O)C2CCN(c3ncccn3)CC2)c1	0.2	-1.7	5	8	-30	0.1	-2	-1.9	12
20	O=C(COCc1ccccc1)N[C@@H](Cc1ccc(O)cc1)C(=O)O	0.2	-0.6	-2	12	1	1.5	-2	-0.2	4
21	CCOc1ccccc1NC(=O)N1CCN(S(C)(=O)=O)CC1	-0.5	-2.8	3	8	12	0.0	-2	0.6	3
22	COCCn1c(-c2ccc(OC)cc2)cnc1N	-0.3	-0.1	7	4	-22	0.0	2	2.1	0
23	CCS(=O)(=O)NCC(c1cccnc1)N1CCN(c2ccccc2F)CC1 (centres undefined)	0.0	-1.3	-1	8	-18	0.3	-1	0.0	59
24	Cn1ccnc1C1CCCCN1Cc1nc(Cc2ccccc2F)no1 (centres undefined)	1.0	0.3	7	7	-17	1.7	3	0.6	-1
25	CC(C)COC(=O)N1CCCC1C(=O)O (centres undefined)	0.4	0.2	3	12	-18	0.2	0	-3.4	16
26	N#CC1=C(SCC(=O)c2ccccc2)NC2=C(C(=O)CCC2)C1c1ccco1 (centres undefined)	-0.3	2.4	36*	15	-23	-0.9	47*	-0.1	-22
27	Cc1cccc(C)c1NC(=O)C/C(N)=N/O	0.3	1.0	-1	0	18	0.0	0	-0.8	-15
28	O=C(Cc1cccs1)Nc1ccccc1-c1nc2ccccc2[nH]1	3.0	6.6	-2	-175	-9	0.4	0	1.9	-27
29	COC(=O)CCSCc1cn2cc(Cl)ccc2n1	0.2	-1.3	-1	-21	-8	0.3	-2	-0.8	-6
30	Cc1ccc(CSCCNC(=O)/C=C/c2ccc(Cl)cc2)cc1	-0.1	-0.2	2	-12	-8	0.6	-2	0.4	-3

(listing goes on)
cpd	Compound	TRPML3 ag	TRPN1 ag	BaF3 tox	m-calpain inh	S1P4 antag	PERK inh	Ba/F3 V617F tox	S1P4 ag	EP2 modulator
31	COc1ccc(C2NCCO2)cc1OC (centres undefined)	0.4	-0.6	1	-19	-13	1.1	0	2.1	10
32	Cc1cc(-c2n[nH]c(=S)n2/N=C/c2cccc([N+](=O)[O-])c2)n[nH]1	0.3	1.2	5	12	-7	1.8	-1	1.1	21
33	CC(=O)c1cccc(N(CC(=O)N2CCOCC2)S(C)(=O)=O)c1	0.9	2.7	5	1	-7	1.4	-1	-1.3	25
34	O=C(Nc1cccc(C(F)(F)F)c1)/C(=C\c1ccco1)NC(=O)c1cccs1	0.2	-1.6	1	-7	-3	0.1	-2	-0.3	20
35	CC(C)(C)C(=O)Nc1cccc(-c2ncon2)c1	0.6	-1.4	-2	-7	2	0.6	-2	-1.1	-21
36	O=C(Cc1c(C(=O)O)[nH]c2ccccc12)NCCN1CCN(c2cccc(Cl)c2)CC1	0.5	0.1	2	-24	5	-0.6	4	0.2	25
37	COC(=O)CCc1c(C)nc(N)[nH]c1=O	1.2	8.9	1	-25	5	0.2	2	1.9	25
38	O=C(COc1ccc(Cl)cc1Cl)NCc1ccncc1	1.2	0.4	2	-18	-24	0.9	-2	3.9	9
39	Cc1nn(Cc2ccc(Cl)cc2)c(C)c1NC(=O)CCCn1nc(C)c([N+](=O)[O-])c1C	0.4	0.6	7	-17	-10	-0.1	0	-0.8	-5
40	O=C(/C=C/c1ccc(Cl)c(Cl)c1)N1CCc2ccccc21	0.1	0.3	0	20	-2	0.5	-3	-0.8	0
41	COC(=O)[C@H](CCSC)NC(=O)Nc1ccc(C)c(C)c1	0.8	-0.9	3	-13	-9	0.3	-3	-1.4	14
42	CCc1cccc(C)c1NC(=S)NCC(c1cccnc1)N(C)C (centres undefined)	0.0	-0.9	9	2	-13	1.2	4	1.1	6
43	COc1ccc(OC)c2sc(NNC(=O)C3COc4ccccc4O3)nc12 (centres undefined)	-0.5	0.5	8	18	-4	0.0	7	-0.3	-56
44	CCN(CC)S(=O)(=O)c1ccc(N2CCOCC2)c(NC(=O)C23CC4CC(CC(Cl)(C4)C2)C3)c1	0.2	-1.8	6	-5	-6	-1.1	-1	1.3	-1
45	CN(CCNS(=O)(=O)c1ccc2c(c1)oc(=O)n2C)Cc1ccccc1	0.3	2.4	3	9	-5	0.0	4	0.4	-31
46	COCCn1c(C)cc(C(=O)COC(=O)c2ccc(NC(=O)CC#N)cc2)c1C	0.9	0.5	4	-58	-23	-0.4	-2	1.1	-10
47	COc1ccc(-c2noc(CN3CCOCC3)n2)cc1OC	0.4	-0.5	3	12	-17	0.7	-2	-1.8	2
48	CCOC(=O)c1ccc(NC(=O)Cc2coc3cc4c(cc23)CCC4)cc1	0.3	-1.8	8	33	-9	1.1	0	0.7	-14
49	COc1cc(/C=N/NC(=O)c2sc(N)c(C#N)c2C)ccc1O	0.7	0.8	1	-35	2	1.7	-3	-1.1	6
50	Cc1nc2ccc(-c3nc4cc(N)ccc4o3)cc2[nH]1	0.2	0.7	8	i	-6	0.2	7	-1.0	-21
51	Cc1[nH]nc2cn[nH]c12	0.9	0.3	0	11	-19	2.0	-2	1.3	-2
52	O=C(COC(=O)CC(c1ccccc1)c1ccccc1)Nc1c(F)cccc1F	-0.9	-2.9	3	4	-12	-0.1	-1	1.0	23
53	O=C(O)c1cccc(-c2nnn(Cc3ccccc3)n2)c1	0.9	1.0	2	-24	-13	1.0	-1	0.1	48
54	CCSc1ccc2nnc(-c3cccs3)n2n1	0.8	-0.4	7	-40	5	0.8	2	0.5	27
55	CCCNC(=O)OCCC12CC3CC(CC(C3)C1)C2	0.2	-0.9	4	30	-1	0.7	1	4.8	27
56	Cc1ccccc1OCC(O)CN (centres undefined)	0.1	2.5	8	-7	-3	-0.5	-1	1.2	4
57	CCc1ccc(OCC(=O)NC2CC(C)(C)NC(C)(C)C2)cc1	0.2	0.1	1	14	13	0.1	-5	0.9	11
58	Cc1ccc(NCc2nnc(SCC(=O)NNC(=O)Cc3ccccc3)n2C)cc1	0.7	0.9	2	-9	-7	1.0	0	0.9	8
59	O=C(N/C(=C/c1ccccc1)C(=O)N1CCCCCC1)c1ccccc1	1.1	1.1	6	-4	8	-0.2	0	-0.9	4
60	COc1cc(C(=O)OC(C)C(=O)NCC2CCCCC2)cc(NC(=O)c2ccco2)c1OC (centres undefined)	0.3	-0.8	-1	-126	0	-0.6	0	-0.3	4

Carrying on.
cpd	Compound	TRPML3 ag	TRPN1 ag	BaF3 tox	m-calpain inh	S1P4 antag	PERK inh	Ba/F3 V617F tox	S1P4 ag	EP2 modulator
61	COc1ccc(NC2=CC(c3ccccc3)N(c3ccc(OC)cc3)C2=O)cc1 (centres undefined)	-0.2	0.9	0	-13	2	-0.1	-5	0.9	12
62	CCN1C(=O)/C(=c2\s/c(=C3\Sc4ccccc4N3C)c(=O)n2C)N(C)C1=S	0.3	1.0	5	-12	-30	0.6	0	3.2	-14&19
63	COc1cc(O)c(/C=N/NC(=O)c2ccncc2)c(OC)c1[N+](=O)[O-]	-0.1	0.5	5	2	-3	0.1	1	1.0	30
64	COc1cccc(C2NC(=O)NC(O)(C(F)(F)F)C2C(=O)c2cccnc2)c1OC (centres undefined)	0.9	1.2	7	0	-9	-0.1	2	0.8	11
65	CC(=O)C(/C=N/c1ncc(C(F)(F)F)cc1Cl)=C(\C)O	0.7	1.6	-1	1	-18	0.8	-4	0.7	29
66	Cc1cc(C(=O)Nc2ccc(S(=O)(=O)Nc3nccs3)cc2)c(C)o1	0.4	-1.7	7	-4	-13	0.8	1	0.3	7
67	Cc1ccc(NC(=O)C2CCN(S(C)(=O)=O)CC2)cc1C	0.5	1.3	1	8	-3	0.3	-1	2.0	5
68	Cc1cc(C(F)F)n2nc(C(=O)Nc3cccc(C(F)(F)F)c3)nc2n1	0.4	-0.1	2	3	0	0.4	2	1.8	-16

Screening results deposited in PubChem by several laboratories.
